Assay outcomes as filed in PubChem.
CCR6 antag – CCR6 receptor antagonists, primary screen, cell-based, CHO-K1, luminescence, beta-arrestin, uHTS. C-C chemokine receptor type 6 (Homo sapiens), P51684. CHO-K1 CCR6 PathHunter beta-arrestin, CCL20-stimulated. inhibition, % at 20 µM. 0.49% of 340,000 active;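 active = compounds whose inhibition of the agonist-driven luminescence signal at 20 µM reaches about 50%, limit read from the data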;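 also: cells stimulated with CCL20 at 14 nM final; plate controls were DMSO with CCL20 for no effect and DMSO without agonist for full effect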
Target sequence (P51684 whole entry, looked up): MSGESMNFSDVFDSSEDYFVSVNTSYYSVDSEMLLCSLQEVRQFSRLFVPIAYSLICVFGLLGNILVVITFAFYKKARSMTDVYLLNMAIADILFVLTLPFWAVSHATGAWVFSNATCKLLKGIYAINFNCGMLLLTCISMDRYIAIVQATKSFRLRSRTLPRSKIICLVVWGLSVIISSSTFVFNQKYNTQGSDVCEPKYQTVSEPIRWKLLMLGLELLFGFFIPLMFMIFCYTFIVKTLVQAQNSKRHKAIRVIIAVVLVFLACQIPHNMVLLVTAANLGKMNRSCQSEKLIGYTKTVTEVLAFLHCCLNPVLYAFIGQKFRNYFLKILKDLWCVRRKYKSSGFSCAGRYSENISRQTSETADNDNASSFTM
Mdm2 MdmX PPI – inhibitors of human Mdm2-MdmX association, primary screen, cell-based, luminescence, split luciferase, SaOS-2, uHTS; Protein Mdm4 (Homo sapiens) + E3 ubiquitin-protein ligase Mdm2 (Homo sapiens), …; SaOS-2 split-luciferase Mdm2/MdmX complementation; inhibition, % at 8 µM; 3% of 330,000 active;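 active = inhibition of at least 50% at 8 µM in the primary screen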
CXCR6 inh – CXCR6 receptor inhibitors, primary screen, cell-based, beta-arrestin, luminescence, CHO-K1 PathHunter, 1536-well; inhibition, % at 20 µM; 0.36% of 360,000 active; AID 602244, 2012; in the data active = inhibition above about 34%, passing the limit was not always enough;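 also: antagonist mode with CXCL16 agonist at 10 nM final; 0% = 10 nM CXCL16 with DMSO and 100% = unstimulated wells without agonist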
Target sequence (O00574 whole entry, looked up): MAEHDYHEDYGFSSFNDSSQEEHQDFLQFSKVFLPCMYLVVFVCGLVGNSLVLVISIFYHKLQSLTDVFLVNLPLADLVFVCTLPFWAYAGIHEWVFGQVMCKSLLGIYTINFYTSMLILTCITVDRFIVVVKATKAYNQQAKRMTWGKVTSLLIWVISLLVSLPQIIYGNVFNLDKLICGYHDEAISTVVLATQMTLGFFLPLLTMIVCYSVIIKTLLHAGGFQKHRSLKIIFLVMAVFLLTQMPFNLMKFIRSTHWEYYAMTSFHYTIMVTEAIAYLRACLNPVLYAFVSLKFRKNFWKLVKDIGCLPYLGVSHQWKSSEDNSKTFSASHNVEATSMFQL
Jurkat NFkB inh – inhibitors of induced NF-kB luciferase reporter, primary screen, TCR NF-kB activation inhibitor project, cell-based, luminescence, uHTS | Jurkat, PMA/ionomycin-induced NF-kB luciferase reporter | inhibition, % at 4 µM | 0.53% of 330,000 active; in the data active = inhibition above about 50%
Gli-Sufu block – Gli-Sufu pathway antagonists, primary screen, luciferase luminescence, Sufu-KO-LIGHT cells, uHTS; Sufu-KO-LIGHT fibroblasts, Gli luciferase reporter luminescence; inhibition, % at 5 µM; 0.74% of 340,000 active; AID 588413, 2011;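 active = inhibition above about 55%, limit read from the data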;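 also: 0% = DMSO-treated cells and 100% = wells with medium but no cells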
EBI2 block – EBI2 receptor antagonists, beta-arrestin recruitment, primary screen, cell-based, luminescence, 7a,25-OHC stimulation, uHTS; G-protein coupled receptor 183 (Homo sapiens), P32249; 7a,25-OHC stimulated; inhibition, % at 5 µM; 0.81% of 360,000 active; AID 651636, 2012; in the data active = inhibition above about 38%;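 also: enzyme fragment complementation signal reports receptor beta-arrestin coupling in cells; 0% = agonist plus DMSO wells and 100% = wells without agonist; some results beyond the cut were filed as inactive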
Target sequence (P32249 whole entry, looked up, the tested form may be a part): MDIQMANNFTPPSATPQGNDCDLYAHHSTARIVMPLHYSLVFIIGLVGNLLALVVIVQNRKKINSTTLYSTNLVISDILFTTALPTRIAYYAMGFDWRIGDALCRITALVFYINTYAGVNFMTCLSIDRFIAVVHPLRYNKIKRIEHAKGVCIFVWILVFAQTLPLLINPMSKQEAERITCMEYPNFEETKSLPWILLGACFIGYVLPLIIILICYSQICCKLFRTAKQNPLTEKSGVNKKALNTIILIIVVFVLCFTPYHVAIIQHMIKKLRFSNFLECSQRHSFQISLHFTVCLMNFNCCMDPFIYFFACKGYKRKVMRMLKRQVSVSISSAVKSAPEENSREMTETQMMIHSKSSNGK
UPR XBP1 act – activators of adaptive XBP1 UPR arm, primary screen, cell-based, CHO-XBP1 luciferase reporter, luminescence, uHTS; IRE1-XBP1 UPR activation; percent of tunicamycin response, DMSO as zero; activation, % at 20 µM; 0.33% of 330,000 active;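 active = versus positive control, 20 µM dose yields 30% or more activation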;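 also: 100% = tunicamycin at 10 µg/mL and 0% = DMSO only wells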
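Assay system: CHO-XBP1 luciferase reporter cells; Schedule: 6 h treatment, 37 °C; Detection: glow luminescence from Steady-Glo reagent; Benchmarks: high control tunicamycin 10 µg/mL final, low control DMSO vehicle only.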
697 NFkB inh – inhibitors of PMA/ionomycin-induced NF-kB reporter, 697 cells, primary screen, B-cell NF-kB inhibitor project, cell-based, luminescence, uHTS; 697 B-cell NF-kB luciferase reporter, 16 h; inhibition, % at 4 µM; 0.33% of 330,000 active; AID 435022, 2010; in the data active = inhibition above about 35%
UPR CHOP act – activators of apoptotic CHOP UPR arm, primary screen, cell-based, CHO-CHOP luciferase reporter, luminescence, uHTS; UPR activation; percent of tunicamycin response over DMSO baseline; activation, % at 10 µM; 0.34% of 330,000 active; AID 449763, 2010;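 active = at 10 µM dose, activation of 40% or more, normalized to positive control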;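 also: 100% = tunicamycin at 10 µg/mL and 0% = DMSO alone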
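Test system: CHO CHOP reporter cells. Input: 500 CHO-CHOP cells per well. Medium: F12 with 10% FBS. Technique: luciferase luminescence. Measure: percent activation relative to tunicamycin control. Dosing: 10 µM compound, 0.5% DMSO. Timing: 16-18 h cell attachment, then 6 h compound exposure, 37 °C.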
An asterisk follows results filed as active; x = not tested or not shown.

SMILES | CCR6 antag | Mdm2 MdmX PPI | CXCR6 inh | Jurkat NFkB inh | Gli-Sufu block | EBI2 block | UPR XBP1 act | 697 NFkB inh | UPR CHOP act
O=C(Oc1cccc2ccccc12)c1ccncc1 | 0 | 10 | -1 | 25 | -3 | -3 | 1 | -9 | 1.3
CC(C)Cc1ccc(S(=O)(=O)Nc2ccc3[nH]c(=O)[nH]c3c2)cc1 | -6 | 23 | -16 | -9 | 13 | -11 | 7 | -2 | 0.7
CCOC(=O)Cn1cnc2c(C#N)c3n(c2c1=O)CCCCC3 | -6 | 26 | 8 | 9 | 4 | -19 | -5 | 15 | -1.1
CC(C)(C)NC(=O)C(c1cccnc1)N(C(=O)c1csnn1)c1ccccc1 (stereo not drawn) | 13 | -13 | -3 | 7 | 5 | -6 | 0 | 12 | 1.2
CCOC(=O)c1sc(NC(=O)Nc2ccccc2Cl)cc1C | 13 | -51 | -4 | -277 | -133 | 17 | 4 | -420 | 5.7
CC(Sc1nnc2ccccn12)C(=O)Nc1ccc2c(c1)OCO2 (stereo not drawn) | 8 | -8 | -2 | 4 | -4 | 7 | -2 | 20 | 1.0
CCS(=O)(=O)N1CCC(C(=O)Oc2ccccc2)CC1 | 1 | 17 | 0 | 11 | 0 | -22 | -2 | 6 | -0.7
CC(C)(C)c1ccc(Oc2ccc(NC(=O)c3cccs3)cn2)cc1 | 12 | 29 | -6 | 4 | 3 | -2 | 1 | -29 | 1.2
CC(C)OC(=O)/C(=C/c1ccc2c(c1)c1ccccc1n2C)NC(=O)c1ccccc1 | -3 | -74 | 3 | -67 | -55 | 1 | -1 | -84 | 2.0
Cc1cnn(C(=S)NCc2ccc(Cl)cc2)c1 | 14 | -8 | x | -2 | 2 | x | 2 | 18 | -1.5
CCn1c(N2CCN(S(=O)(=O)c3ccc(Cl)cc3)CC2)nc2ccccc21 | 5 | -6 | -4 | 20 | 12 | 20 | -1 | -10 | 4.1
CCCCN(CCCC)CCNC(=O)CNC(=O)c1cccs1 | 1 | 33 | 10 | -1 | 0 | 1 | 1 | -5 | -0.3
Cc1ccc(C(=O)OCC(=O)Nc2ccc(F)c(Cl)c2)o1 | 1 | 20 | -2 | -1 | -11 | -11 | 3 | 12 | -2.1
COc1ccccc1C(=O)NCC(=O)N1CCN(C/C=C/c2ccccc2)CC1 | 8 | 15 | 3 | -3 | 12 | 12 | 6 | 17 | -0.1
COc1cccc(CNC(=O)CNC(=O)N2CC(=O)Nc3ccccc32)c1 | 2 | -1 | -1 | -11 | 8 | 7 | -3 | -15 | 0.0
CS(=O)(=O)N(Cc1ccc(Cl)cc1)c1ccc(C(=O)NCC2CCCO2)cc1 (stereo not drawn) | 9 | 7 | -2 | -11 | 0 | -11 | -3 | 13 | 1.2
COc1ccc(Nc2cc(Cl)nc(N)n2)cc1OC | -1 | 1 | -11 | -2 | 3 | -6 | 2 | 15 | 0.8
O=C(Nc1ccc(N2CCOCC2)nc1)c1ccccc1Cl | 9 | -34 | -8 | -28 | -20 | -4 | 2 | -35 | 5.3
O=[N+]([O-])c1ccc2c(c1)nc1n2CCN(CC2CCCO2)C1 (stereo not drawn) | 12 | -6 | 7 | -4 | 18 | 0 | 2 | 9 | 4.1
COc1ccc(/C=C/C(=O)N2CCN(S(=O)(=O)c3ccccc3Br)CC2)cc1OC | 7 | 12 | 3 | -19 | -1 | 74* | 0 | 2 | 1.4
CC(C)(C)c1ccc(C(=O)NC(=O)COC(=O)c2ccc(Br)o2)cc1 | 1 | 18 | 7 | -14 | 3 | -4 | -2 | -35 | 0.4
Cc1ccnc(NC(=O)Nc2ccc3c(c2)OCO3)c1 | 7 | -30 | -12 | -140 | -90 | 1 | -3 | -212 | -2.1
O=C(NCc1cccs1)C1CCN(C(=O)NCc2ccccc2)CC1 | 0 | 18 | -2 | -10 | 23 | -8 | 0 | -14 | -0.8
Cc1ccnc(-n2c(C)cc(C=O)c2C)c1 | 10 | 8 | -8 | 9 | 20 | -1 | 0 | 15 | -3.0
CNC(=O)c1cc2cc(OC)ccc2oc1=O | 6 | 21 | -7 | 12 | -3 | -3 | -1 | 22 | -0.3
CCOCCn1c(N2CCN(c3ccc(OC)cc3)CC2)nc2c1c(=O)[nH]c(=O)n2C | 1 | 11 | -6 | 9 | 7 | 10 | -1 | -6 | 1.9
Fc1ccc(N2CCN(C(=S)NCc3ccco3)CC2)cc1 | -12 | 10 | -3 | 7 | 3 | 4 | -1 | 0 | 1.1
CC(C)=C1CCC(C)CC1=NNC(N)=S (stereo not drawn) | 6 | x | -1 | x | 15 | -1 | x | x | x
c1ccc(CN2CCN(c3nc(-c4ccccc4)nc(-n4ccnc4)n3)CC2)cc1 | 6 | 16 | 11 | 10 | 7 | 37 | -2 | -5 | 1.0
O=C(CNCc1ccccc1Cl)Nc1ccccc1N1CCCCC1 | 19 | 20 | 1 | 4 | 7 | 0 | 2 | 13 | -1.4

Compound profiles, from the list above. Screens in order: CCR6 antag | Mdm2 MdmX PPI | CXCR6 inh | Jurkat NFkB inh | Gli-Sufu block | EBI2 block | UPR XBP1 act | 697 NFkB inh | UPR CHOP act
Cc1ccnc(NC(=O)Nc2ccc3c(c2)OCO3)c1 is listed as 7 | -30 | -12 | -140 | -90 | 1 | -3 | -212 | -2.1
O=[N+]([O-])c1ccc2c(c1)nc1n2CCN(CC2CCCO2)C1 (stereo not drawn) is listed as 12 | -6 | 7 | -4 | 18 | 0 | 2 | 9 | 4.1
CC(C)(C)c1ccc(C(=O)NC(=O)COC(=O)c2ccc(Br)o2)cc1 is listed as 1 | 18 | 7 | -14 | 3 | -4 | -2 | -35 | 0.4
O=C(NCc1cccs1)C1CCN(C(=O)NCc2ccccc2)CC1 is listed as 0 | 18 | -2 | -10 | 23 | -8 | 0 | -14 | -0.8

Next part:
SMILES | CCR6 antag | Mdm2 MdmX PPI | CXCR6 inh | Jurkat NFkB inh | Gli-Sufu block | EBI2 block | UPR XBP1 act | 697 NFkB inh | UPR CHOP act
CC1=CC(C)(C)N(S(=O)(=O)c2ccc(F)cc2)c2ccc(C)cc21 | 18 | 47 | 2 | 49 | 0 | 15 | 29 | -51 | -1.2
Cn1c2ccccc2c(=O)c2c(=O)n(-c3ccccc3)c(C3CCCCC3)nc21 | -4 | -14 | 6 | 6 | 22 | 0 | -1 | -7 | 3.4
O=C(CS(=O)CC(=O)Nc1cccc2c1CCCC2)Nc1ccc(F)cc1 (stereo not drawn) | -7 | 17 | -7 | -3 | 2 | -6 | 0 | 17 | 2.3
CS(=O)(=O)NNC(=O)Cn1nnc(-c2ccc(OCc3ccccc3Cl)cc2)n1 | -9 | -13 | -7 | 3 | -14 | -7 | 2 | -29 | 2.2
O=C(OCc1nc2ccsc2c(=O)[nH]1)c1ccc(Cl)s1 | 2 | 2 | -4 | 4 | 0 | 5 | 0 | 8 | -0.1
Cc1ccc(C(=O)OCC(=O)NCCC2=CCCCC2)s1 | 13 | 26 | -12 | -9 | 2 | -4 | -1 | -13 | -3.4
Cc1cccc(-c2noc(CCC(=O)NC3CCCCC3)n2)c1 | 1 | 41 | -1 | -3 | 3 | 2 | 0 | -16 | 3.1
NC(=O)COc1ccc(/C=N/NS(=O)(=O)c2ccccc2)cc1 | 4 | -25 | -3 | -4 | 4 | -14 | 7 | 13 | -0.3
COc1ccc(CCNC(=O)C23CCC(C)(C(=O)C2Br)C3(C)C)cc1OC (stereo not drawn) | 10 | 7 | -3 | -10 | -2 | -8 | -2 | -7 | -0.1
CC(/C=N/NC(=O)Cn1nccc1C)=C\c1ccc(C(C)C)cc1 | 19 | 13 | -5 | 1 | -23 | -10 | -3 | -22 | 7.4
O=[N+]([O-])c1ccc2c(OCc3nnc(-c4ccccc4Br)o3)ncnc2c1 | -7 | 7 | -19 | 3 | 10 | -7 | 0 | 11 | 0.4
N#Cc1c(Cl)nsc1NC(=O)c1ccccc1 | 2 | 76* | -8 | -15 | 30 | -9 | 7 | -27 | 1.6
C=CCOc1ccc(Oc2cc(C)nc(SC)n2)nn1 | 8 | 15 | -2 | 0 | -1 | -1 | 0 | 5 | 0.5
CCOC(=O)CN(C(=O)CSc1nnc(-c2ccc(OC)c(OC)c2)o1)c1ccc(F)cc1 | 3 | 18 | 1 | 17 | 2 | 22 | -2 | 9 | 0.5
C=CCOc1cccc(C2C(C(=O)c3ccco3)=C(O)C(=O)N2CCN2CCOCC2)c1 (stereo not drawn) | 6 | -23 | -8 | -15 | -2 | 9 | -2 | -17 | 1.4
Cc1cccc(-c2nc3c(c(SCC(=O)N4CCCC4)n2)COC(C)(C)C3)c1 | 18 | 7 | 1 | -4 | 38 | -5 | -5 | -3 | 1.0
Cc1cccc(NC(=O)CCS(=O)(=O)c2cccc3nsnc23)c1C | 7 | 25 | 2 | -9 | 9 | -2 | -1 | -15 | 8.1
CCN(CC)CCNC(=O)C1(O)c2cc(Br)ccc2NC(=O)N1c1ccc(Cl)cc1 (stereo not drawn) | -2 | -6 | 3 | 11 | 12 | 5 | -3 | 10 | 1.0
O=C(CSc1ncccc1-c1nc2ccccc2[nH]1)NCc1ccco1 | -22 | -5 | -9 | -8 | 58* | -9 | 1 | 8 | 0.1
Cc1nc(C)c(-c2ccc(SCc3ccc(Cl)cc3)nn2)s1 | -13 | -8 | -3 | 3 | 9 | 12 | -2 | 6 | -0.3
CCN(C(=O)COC(=O)/C=C/c1ccc(S(=O)(=O)N2CCc3ccccc32)cc1)C1CCS(=O)(=O)C1 (stereo not drawn) | 6 | 12 | -4 | 19 | 5 | 14 | -1 | 17 | 2.8
C(=C\c1ccccc1)/CSc1nnc(-c2cnccn2)n1Cc1ccco1 | 4 | 34 | 9 | 19 | -13 | 5 | -6 | 15 | -1.4
O=C(CNC(=O)c1ccccc1F)OCc1nc2ccc(Cl)cc2n1CCO | -1 | -34 | 1 | -7 | -11 | -17 | 3 | 3 | -2.3
CCOC(=O)C1CCCN(C(=O)Cn2nc(Cc3cccnc3)c3ccccc3c2=O)C1 (stereo not drawn) | 4 | 8 | -4 | 7 | -2 | 1 | 0 | 4 | 0.0
CC(C(=O)Nc1cccnc1)N1C(=O)C2C3C=CC(C3)C2C1=O (stereo not drawn) | -3 | 5 | -8 | -5 | 4 | -13 | 2 | 17 | 0.0
C=CCC(=O)N(CC)CC1CCCN(CCc2cccc(F)c2)C1 (stereo not drawn) | 9 | 13 | 4 | -5 | 7 | -1 | -2 | -18 | 2.0
COc1cc(NC(=O)c2cc(OC)c(OC)c(OC)c2)c2ncccc2c1 | -3 | x | -11 | x | 25 | 7 | x | x | x
Cc1ccc(C(=O)Oc2csc(=S)n2C(=O)c2ccc(C)cc2)cc1 | 2 | 4 | 35 | 5 | 0 | -10 | -2 | -1 | 0.9
COc1ccc(NC(=O)C(OC)c2ccccc2)cc1Cl (stereo not drawn) | 10 | 31 | -3 | 10 | 5 | 5 | 0 | 19 | 0.2
